Compound activity (PubChem)
H37Rv inhibition = M. tuberculosis growth inhibition, HTS (AID 449762); M. tuberculosis H37Rv growth inhibition, 7H9 media; higher % means a stronger effect; inhibition, % at 25 µM; hits with a dose series show IC50 in µM; actives 0.59% (n = 330,000); in the data active = a potency from the dose series; inconclusive = inhibition above about 70% without an active follow-up result;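 also: bacterial growth assessed after seven days of incubation; strong numbers were not always called active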
H1N1 NS1A inhibition = H1N1 influenza NS1A inhibitors, functional cell based assay (AID 504329); NS1A functional cell-based assay, percent inhibition; higher % means a stronger effect; actives 0.3% (n = 340,000); inhibition, % at 12.5 µM, or IC50 in µM where a hit was titrated; in the data active = a potency from the dose series; inconclusive = inhibition above about 27% without an active follow-up result; also: strong numbers were not always called active
inhibitors of VEEV = inhibitors of VEEV TC-83 cytopathic effect, confirmation, Vero cells (AID 588727); Vero cells, VEEV TC-83 cytopathic effect inhibition; higher % means a stronger effect; actives 0.13% (n = 350,000); one-dose inhibition, % at 20 µM; IC50 in µM for titrated hits; in the data active = a potency from the dose series; inconclusive = inhibition mostly from about 14% at the one dose, without a potency; inactive = the rest, 99 in 100 with inhibition below about 12%; also: strong numbers were not always called active
PhoP GFP inhibition = PhoP regulon inhibitors, Salmonella typhi PhoP promoter GFP reporter, confirmatory (AID 1850) | Salmonella Typhi PhoP-promoter GFP reporter, fluorescence, 4 h; higher % means a stronger effect | inhibition, % at 50 µM, or IC50 in µM where a hit was titrated | actives 0.33% (n = 310,000); in the data active = a potency from the dose series; inconclusive = inhibition mostly from about 25% at the one dose, without a potency; inactive = the rest, 99 in 100 with inhibition below about 19%;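 also: 0% = induced wells with vehicle and 100% = uninduced wells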
tuberculosis growth = growth inhibition of non-replicating M. tuberculosis (AID 488890); Mycobacterium tuberculosis non-replicating, growth inhibition; higher % means a stronger effect; inhibition, % at 25 µM; hits with a dose series show IC50 in µM; actives 0.39% (n = 320,000); in the data active = a potency from the dose series; inconclusive = inhibition mostly from about 82% at the one dose, without a potency; inactive = the rest, 99 in 100 with inhibition below about 76%;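 also: plate controls were DMSO cells for no effect and high antibiotic wells for full effect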
inhibitors of VEEV 10K pilot screen = recorded beside inhibitors of VEEV, whose call it bears; inhibition, %; measured here: 10K pilot screen inhibition
Active calls of the source: *; i = inactive; ? = inconclusive; nt = not tested or not shown.

SMILES | H37Rv inhibition | H1N1 NS1A inhibition | inhibitors of VEEV | PhoP GFP inhibition | tuberculosis growth | others
c1ccc(NC2=NCCN2CC2CCCCCC2)cc1 | 2.1% | -6.4% | 0.3% | 2.6% | 9.9%
NC1=NC(=O)C2(COC(c3ccccc3Cl)OC2)S1 (centres undefined) | 0.3% | -0.5% | 1.0% | -9.2% | 1.3% | inhibitors of VEEV 10K pilot screen=1.4
COc1cc(C(=O)NCc2nnc(SCC(=O)c3ccc(Cl)cc3)o2)cc(OC)c1OC | -0.5% | 2.0% | 2.0% | -4.6% | 33.4%
CC(=O)Nc1ccc(NC(=O)c2ccccc2S(=O)(=O)c2ccc([N+](=O)[O-])cc2)cc1 | 8.5% | -2.3% | i | -5.5% | 8.2%
COC(=O)C1=NN(c2ccccc2)C2(S1)SC(C(C)=O)=C(C)N2c1ccccc1 (centres undefined) | -4.3% | 15.3% | 4.5% | -6.7% | 7.6%
CON(c1nc(Cl)nc(N(C)C)n1)S(=O)(=O)c1ccccc1Cl | 15.8% | -5.7% | 8.3% | 6.9% | 10.3%
CCc1nc2ccc(C(=O)NCCc3ccccc3OC)cc2nc1CC | 0.4% | 12.1% | 3.6% | -0.1% | 15.2%
Cc1ccc(N(CC(=O)N/N=C/c2cccs2)S(C)(=O)=O)cc1Cl | 1.4% | -9.7% | 0.9% | 1.0% | 9.8%
COc1ccccc1NC(=O)COC(=O)CCC1CCCC1 | ? | -10.8% | 4.1% | nt | ?
COc1ccc(CN2CCNC(=O)C2CC(=O)NCCSc2nccn2C)cc1OC (centres undefined) | 2.5% | -15.1% | 0.1% | -7.7% | -9.9%
CSC(=Nc1ccccc1)c1c(O)n(C)c(=O)n(C)c1=O | 8.0% | -0.1% | 0.7% | 8.1% | 56.9%
COc1ccc(/C=N/OC(=O)Nc2ccccc2OC)cc1 | -2.2% | -1.9% | 2.9% | 2.8% | 0.7%
CCCOc1ccc(/C=N/Nc2ccc(C(=O)O)cc2)c(OCCC)c1 | nt | 10.8% | 1.1% | nt | nt
O=C(N/N=C/C=C/c1ccco1)c1ccncc1 | ? | -4.7% | 4.7% | 8.8% | 1.19µM*
C/C(Cn1nnc2ccccc21)=N\NC(=O)c1cccc(Br)c1 | -0.5% | -8.9% | 0.1% | -19.4% | 17.4%
Cc1ccc(C)c(OCCn2cc(/C=C(\C#N)C(=O)NCc3ccco3)c3ccccc32)c1 | 1.2% | 0.9% | 0.7% | 6.4% | -6.8%
Cc1ccc(SCC(=O)N2CC(C)OC(C)C2)cc1 (centres undefined) | -6.3% | 0.9% | 1.4% | -10.0% | 26.1%
Cc1c(Cl)cccc1NC(=O)CNC(=O)Cc1n[nH]c(=O)c2ccccc12 | -4.2% | 1.4% | 3.5% | nt | 3.1%
Cc1ccc(C)c(N2CC(C(=O)O)CC2=O)c1 (centres undefined) | -6.6% | -8.6% | 0.8% | 11.4% | -1.0%
CCOC(=O)CSc1nc2c(sc(=S)n2-c2ccccc2)c(=O)n1-c1ccc(OC)cc1OC | 37.1% | 8.2% | 2.6% | 8.2% | 28.8%
CCC(=O)c1ccc(O)cc1 | 1.8% | -0.8% | 1.3% | -7.2% | 75.8%
Cc1ccc(NC(=O)CCNC(=O)c2ccccc2Cl)nc1 | -2.8% | -2.5% | 4.2% | 0.4% | 2.0%
COc1ccc(CCNCC(=O)Nc2ccc(OC(F)F)cc2)cc1 | -5.0% | 10.1% | 0.2% | -15.3% | 28.1%
C/C(=N\NC(=O)c1ccc(C)cc1C)c1ccc(-n2ccnc2)cc1 | 0.8% | -3.3% | 0.5% | 5.6% | 8.6%
CCOC(=O)CSC(CC)C(=O)Nc1nnc(CC)s1 (centres undefined) | -6.4% | -12.0% | 6.1% | 5.8% | -6.6%
O=c1c(-c2ccco2)[n+]([O-])c2ccccc2n1OCc1ccccc1F | 1.4% | -10.0% | 0.7% | 4.8% | -4.0%
COc1ccc(CN2CCN(c3ccccc3OC)CC2)c(OC)c1 | -9.1% | -6.1% | 0.4% | 3.0% | 11.0%
Cc1ccc(-n2ncc3c(NCc4ccco4)ncnc32)c(C)c1 | -0.5% | 4.5% | 9.7% | nt | nt
c1ccc(-c2cn3c(n2)CCc2ccc4cccnc4c2-3)cc1 | 8.12µM* | -1.3% | i | 11.6% | ?
C=CCN1CC(O)=C(c2ccccc2)C1=N | -6.8% | -4.0% | 0.7% | -0.2% | -5.8%
O=C(/C=C/c1ccc([N+](=O)[O-])cc1)NCc1cccnc1 | 1.0% | 6.2% | 0.5% | -1.3% | 6.3%
CCN(CC(=O)Nc1ccc2c(c1)OCCO2)c1nc(-c2cccnc2)nc2ccccc12 | 0.8% | 3.4% | 8.0% | -5.5% | 23.8%
O=C(CSc1ncnc2sc3c(c12)CCC3)N1CCOCC1 | -1.1% | 2.8% | i | 4.1% | 71.3%
Cc1ccc(C2(C)NC(=O)N(CC(=O)NC(=O)NC(C)(C)C)C2=O)cc1 (centres undefined) | -10.8% | 6.9% | 1.6% | 7.9% | 2.2%
COc1cccc(N(CC(=O)NCCSc2ccccn2)S(=O)(=O)c2ccccc2)c1 | -3.6% | -14.9% | 1.6% | 11.2% | -1.2%
CN1CCN(S(=O)(=O)c2cccc(C(=O)Nc3ccccc3N3CCCC3)c2)CC1 | -12.5% | 0.2% | 0.1% | 0.7% | -2.6%
Cc1cc(C)nc(NS(=O)(=O)c2ccc(NC(=S)NC(=O)CC(C)C)cc2)n1 | -11.6% | -13.0% | 0.1% | -4.5% | nt
CN1CCN(C(=S)NC(=O)/C=C/c2cccs2)CC1 | -2.8% | -1.2% | i | 6.0% | 2.6%
O=C1NC(=S)SC1=Cc1ccccc1Br | nt | -1.7% | 1.6% | nt | nt
Cc1cccc(C(=O)N[C@H](C(=O)OCc2cc(=O)n3c(n2)sc2ccccc23)C(C)C)c1 | 2.5% | 1.1% | 7.0% | -5.3% | 58.9%

Part of the list above in order of number of heavy atoms, highest first:
SMILES | H37Rv inhibition | H1N1 NS1A inhibition | inhibitors of VEEV | PhoP GFP inhibition | tuberculosis growth | others
COc1ccc(CN2CCN(c3ccccc3OC)CC2)c(OC)c1 | -9.1% | -6.1% | 0.4% | 3.0% | 11.0%
c1ccc(-c2cn3c(n2)CCc2ccc4cccnc4c2-3)cc1 | 8.12µM* | -1.3% | i | 11.6% | ?
CN1CCN(C(=S)NC(=O)/C=C/c2cccs2)CC1 | -2.8% | -1.2% | i | 6.0% | 2.6%

Further entries follow.
SMILES | H37Rv inhibition | H1N1 NS1A inhibition | inhibitors of VEEV | PhoP GFP inhibition | tuberculosis growth | others
C/C(=N/NC(=O)CNC(=O)c1ccccn1)c1ccccc1 | 4.0% | 0.1% | 1.1% | -3.2% | 2.2%
CCOC(=O)N1CCC2(CC1)C(C#N)=C(N)Oc1c2c(C)nn1-c1cccc(Cl)c1 | -1.8% | 3.1% | i | 5.8% | 19.5%
COc1cc(CCC(=O)Nc2cccc(C(F)(F)F)c2)cc(OC)c1OC | -4.2% | -2.6% | 6.0% | -9.5% | -21.7%
O=C(CCNS(=O)(=O)c1ccc(Cl)cc1)Nc1ccncc1 | 2.1% | 4.4% | i | -0.9% | 2.4%
Cc1ccc(CN(Cc2ccccc2)C(=S)NCC(=O)NCc2cccnc2)o1 | 3.1% | 5.0% | 1.4% | -23.6% | 25.4%
COc1ccccc1CNC(=O)C(Cc1ccccc1)NC(=O)c1ccccc1 (centres undefined) | -0.4% | -15.5% | 7.0% | nt | 25.9%
O=C(c1ccco1)N1CCN(c2ncnc3scc(-c4ccc(F)cc4)c23)CC1 | 7.1% | -13.2% | i | -8.4% | 11.6%
CCN(CC)CCCNC(=O)c1cn(C)c2ccc(S(=O)(=O)N(C)C)cc2c1=O | -5.5% | -2.1% | 0.7% | -17.1% | 6.2%
Cc1ccc(C)c(NC(=O)CN(C)C(=O)COc2ncnc3sccc23)c1 | 9.6% | -3.4% | 0.4% | 8.4% | 13.7%
CCOc1ccc(N2CC(C(=O)NCCc3ccc(F)cc3)CC2=O)cc1 (centres undefined) | 5.5% | 2.3% | 1.0% | -4.4% | -4.5%
CCn1nc([N+](=O)[O-])c(C(C#N)c2nc3ccccc3n2C)c(Cl)c1=O (centres undefined) | 6.1% | 0.8% | 3.1% | 0.7% | 79.8%
O=C(N/N=C/c1cc([N+](=O)[O-])ccc1O)c1ccc2c(c1)OCCO2 | 4.7% | -2.8% | 11.6% | -12.8% | 60.8%
CCOC(=O)C(CC)n1cnc2c(nnn2-c2ccc(C)cc2)c1=O (centres undefined) | -8.1% | 22.0% | 1.6% | -7.5% | 3.5%
COC(=O)C1=C(Nc2ccccc2NS(=O)(=O)c2ccc(C(F)(F)F)cc2Cl)CSC1 | 1.3% | -2.1% | 5.3% | 1.3% | -4.7%
Nc1ccn(-c2ncc(C(F)(F)F)cc2Cl)c(=O)n1 | -10.1% | -5.7% | 0.6% | 3.9% | -18.5%
Cc1cccc(C)c1OCc1n[nH]c(=S)o1 | -5.9% | -2.4% | 0.8% | -9.0% | 10.6%
Cc1cccn2c(=O)nc(SCC(=O)N3N=C(c4cccs4)CC3c3ccc(F)cc3)nc12 (centres undefined) | nt | 9.1% | 7.9% | nt | nt
CN(C(=O)c1ccncc1)c1ccccc1 | 0.6% | 1.7% | 2.2% | -5.5% | -6.9%
COc1ccc(C(=O)N(C)Cc2cnn(Cc3ccccc3)c2)cc1S(=O)(=O)N1CCOCC1 | -7.5% | -15.9% | i | nt | 10.9%
CC(C)N(C(=O)[C@H]1C[C@H](CC(=O)NCCN2CCOCC2)C(=O)N2CCc3c([nH]c4cc(CCC(=O)N(C)C)ccc34)[C@]12C)C(C)C | nt | -22.1% | 0.4% | nt | nt
Cc1cccc(NC(=O)c2ccc3nccnc3c2)n1 | 1.0% | 2.2% | 9.2% | -12.1% | -0.7%
COc1ccc(C(=O)c2ccc([N+](=O)[O-])cc2)c(OC)c1OC | nt | 5.2% | i | nt | nt
COc1cc(C(=O)Nc2nnc(C(F)(F)F)s2)c([N+](=O)[O-])cc1OC | -0.4% | 5.5% | 0.1% | 0.8% | 13.1%
O=C(CCc1nc2ccccc2c(=O)[nH]1)Nc1cccc(S(=O)(=O)N2CCOCC2)c1 | 7.1% | -12.7% | 0.9% | 9.4% | -2.5%
Cc1ccc(S(=O)(=O)N2CCCCC2)cc1NC(=O)c1cc(F)c(F)c(F)c1F | -7.2% | -4.5% | 6.4% | nt | 7.3%
O=C(c1ccco1)N1CCN(C(=O)c2ccccc2OCc2ccc(Cl)cc2)CC1 | 1.5% | -12.9% | i | -7.4% | 6.0%
Cc1ccc(NC(=O)NCCN2CCN(C(=O)Nc3ccc(C)cc3)CC2)cc1 | 10.2% | 9.6% | 1.6% | 5.6% | 5.0%
CC(C)CCN1CN(S(=O)(=O)c2cccs2)c2nc3ccccc3nc21 | -5.5% | 0.8% | 0.7% | -3.0% | -8.3%
CCN(Cc1ccccc1)C(=O)CSc1nc(C)cc2c1C(=O)OC2 | -8.6% | 6.7% | i | 2.7% | 15.3%
CCOC(=O)CSC(CC)C(=O)Nc1nnc(C(C)C)s1 (centres undefined) | 3.1% | -6.1% | 0.9% | 16.3% | 8.0% | inhibitors of VEEV 10K pilot screen=0.8

Structural class: the entries above containing a cyano group.
SMILES | H37Rv inhibition | H1N1 NS1A inhibition | inhibitors of VEEV | PhoP GFP inhibition | tuberculosis growth | others
Cc1ccc(C)c(OCCn2cc(/C=C(\C#N)C(=O)NCc3ccco3)c3ccccc32)c1 | 1.2% | 0.9% | 0.7% | 6.4% | -6.8%
CCOC(=O)N1CCC2(CC1)C(C#N)=C(N)Oc1c2c(C)nn1-c1cccc(Cl)c1 | -1.8% | 3.1% | i | 5.8% | 19.5%
CCn1nc([N+](=O)[O-])c(C(C#N)c2nc3ccccc3n2C)c(Cl)c1=O (centres undefined) | 6.1% | 0.8% | 3.1% | 0.7% | 79.8%

Grouped by structure, the entries above with a CF3 group (four)
SMILES | H37Rv inhibition | H1N1 NS1A inhibition | inhibitors of VEEV | PhoP GFP inhibition | tuberculosis growth | others
COc1cc(CCC(=O)Nc2cccc(C(F)(F)F)c2)cc(OC)c1OC | -4.2% | -2.6% | 6.0% | -9.5% | -21.7%
COC(=O)C1=C(Nc2ccccc2NS(=O)(=O)c2ccc(C(F)(F)F)cc2Cl)CSC1 | 1.3% | -2.1% | 5.3% | 1.3% | -4.7%
Nc1ccn(-c2ncc(C(F)(F)F)cc2Cl)c(=O)n1 | -10.1% | -5.7% | 0.6% | 3.9% | -18.5%
COc1cc(C(=O)Nc2nnc(C(F)(F)F)s2)c([N+](=O)[O-])cc1OC | -0.4% | 5.5% | 0.1% | 0.8% | 13.1%
